GLS inhibitor: blocks human kidney-isoform glutaminase activity | AID 624170 | Potency, µM (doses to about 45.5 µM), for inactives: at the highest dose activity change, negative = inhibition, hits mostly inhibitors | 410,000 tested, 0.21% active | GLS enzymatic activity, qHTS titration; active = well fitted inhibition curve with a large enough effect; also: potency is read from the fitted curve at half-maximal effect
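Compounds were pin-transferred onto hKGA, after which L-glutamine (1 mM solution) and a detection mix of glutamate oxidase, HRP and Amplex Red were added. Initial and 30 min RT fluorescence reads were collected.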
PI4K2A inh: PI4K2A (human) kinase inhibition | activity change, negative = inhibition, % at 76.9 µM | 420,000 tested, 0.13% active | purified PI4K2A, ADP-Glo luminescence, 1 h; hits give low values | AID 1346378 | Q9BTU6; in the data active = activity change below about -50%;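 also: -100% = wells without enzyme as full effect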
Target sequence (Q9BTU6 whole entry, looked up): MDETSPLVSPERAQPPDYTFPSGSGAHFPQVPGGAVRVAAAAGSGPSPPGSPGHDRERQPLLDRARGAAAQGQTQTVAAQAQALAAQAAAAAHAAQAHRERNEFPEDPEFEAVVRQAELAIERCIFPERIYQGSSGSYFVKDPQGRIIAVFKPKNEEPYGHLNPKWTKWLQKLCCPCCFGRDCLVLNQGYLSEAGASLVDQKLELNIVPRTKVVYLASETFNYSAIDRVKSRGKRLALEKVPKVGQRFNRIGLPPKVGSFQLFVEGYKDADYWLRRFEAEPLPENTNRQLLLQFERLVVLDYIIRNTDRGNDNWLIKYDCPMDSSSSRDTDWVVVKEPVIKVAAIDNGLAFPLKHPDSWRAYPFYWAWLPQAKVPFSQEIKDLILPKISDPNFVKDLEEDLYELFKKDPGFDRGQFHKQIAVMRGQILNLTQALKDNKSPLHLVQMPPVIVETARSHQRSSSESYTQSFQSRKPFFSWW
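Compounds are screened against recombinant PI4K2A using PI as substrate and ATP, the latter dispensed at 300 microM. Reactions run one hour at ambient temperature before ADP-Glo detection; full inhibition defined by wells lacking enzyme.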
* = called active by the depositor; & = joins results of further samples; [ ] = dose if it differs, or a comment. Unless noted, % is scaled to controls: 0 for no effect and ±100 for the full control effect. Not all compounds are listed; the hit share may differ from the screen's.

Oc1cccc(-c2csc(C(O)(c3ccccc3)C(F)(F)F)n2)c1 (centres undefined) was read as GLS inhibitor 8.0% and PI4K2A inh 1.2.
Screening CC1(C(=O)Nc2cnc3ccccc3c2)CCN1Cc1ccccc1OC(F)F (centres undefined) returned GLS inhibitor 3.7% and PI4K2A inh -3.4.
`Cc1cccc(C)c1NC(=O)C1c2ccccc2OCC(=O)N1Cc1ccccc1` (centres undefined) gave GLS inhibitor -6.8% and PI4K2A inh -3.8.
Screening CN(Cc1ccccc1)C(=O)[C@@H]1CCCN1C(=O)[C@@H]1CCCN1C(=O)c1cccs1 returned GLS inhibitor -1.2% and PI4K2A inh -3.8.
Screening COCCCN1C(=O)C(CC(=O)NC2CC2)CC(C(=O)N(C(C)C)C(C)C)=C1C (centres undefined) returned GLS inhibitor -0.5% and PI4K2A inh 1.6.
Cc1ccc(Cl)cc1-c1cc(C(=O)Nc2ccc(F)cc2)[nH]n1 was read as GLS inhibitor 11.5% and PI4K2A inh -9.5.
For O=C(NC1CCN(Cc2ccccc2)CC1)c1[nH]c(C(F)(F)F)nc1-c1ccccc1 the results were GLS inhibitor -1.6%&5.0% and PI4K2A inh -5.7&-5.7.
`CCCOc1ccc(F)cc1-c1cc(C(=O)NCc2ccccc2OC)[nH]n1` gave GLS inhibitor 14.4% and PI4K2A inh -2.6.
`CC1(C(=O)Nc2ccc3ccccc3c2)CCC(=O)N1CC(F)(F)F` (centres undefined) gave GLS inhibitor 3.7% and PI4K2A inh -0.3.
Screening CC1(C(=O)Nc2cccc3ccccc23)CCN1C(=O)Cc1ccc(Cl)cc1Cl (centres undefined) returned GLS inhibitor -9.0% and PI4K2A inh 3.6.

Two records drawn at random from the list so far:
Screening CN(Cc1ccccc1)C(=O)[C@@H]1CCCN1C(=O)[C@@H]1CCCN1C(=O)c1cccs1 returned GLS inhibitor -1.2% and PI4K2A inh -3.8.
For O=C(NC1CCN(Cc2ccccc2)CC1)c1[nH]c(C(F)(F)F)nc1-c1ccccc1 the results were GLS inhibitor -1.6%&5.0% and PI4K2A inh -5.7&-5.7.

A run of entries from further up, for reference:
Oc1cccc(-c2csc(C(O)(c3ccccc3)C(F)(F)F)n2)c1 (centres undefined) was read as GLS inhibitor 8.0% and PI4K2A inh 1.2.
Screening CC1(C(=O)Nc2cnc3ccccc3c2)CCN1Cc1ccccc1OC(F)F (centres undefined) returned GLS inhibitor 3.7% and PI4K2A inh -3.4.
`Cc1cccc(C)c1NC(=O)C1c2ccccc2OCC(=O)N1Cc1ccccc1` (centres undefined) gave GLS inhibitor -6.8% and PI4K2A inh -3.8.

Returning to the listing, repeating the five entries before the break.
Cc1ccc(Cl)cc1-c1cc(C(=O)Nc2ccc(F)cc2)[nH]n1 was read as GLS inhibitor 11.5% and PI4K2A inh -9.5.
For O=C(NC1CCN(Cc2ccccc2)CC1)c1[nH]c(C(F)(F)F)nc1-c1ccccc1 the results were GLS inhibitor -1.6%&5.0% and PI4K2A inh -5.7&-5.7.
`CCCOc1ccc(F)cc1-c1cc(C(=O)NCc2ccccc2OC)[nH]n1` gave GLS inhibitor 14.4% and PI4K2A inh -2.6.
`CC1(C(=O)Nc2ccc3ccccc3c2)CCC(=O)N1CC(F)(F)F` (centres undefined) gave GLS inhibitor 3.7% and PI4K2A inh -0.3.
Screening CC1(C(=O)Nc2cccc3ccccc23)CCN1C(=O)Cc1ccc(Cl)cc1Cl (centres undefined) returned GLS inhibitor -9.0% and PI4K2A inh 3.6.
For COc1ccc(-c2ccc(C(=O)Nc3cccc(Oc4ccccc4)c3)c3occc23)c(C)c1 the results were GLS inhibitor -6.0% and PI4K2A inh 3.6.
CNC(=O)OCc1ncn(-c2ccccc2)c1COC(=O)NC was read as GLS inhibitor -7.4% and PI4K2A inh 1.8.
Screening CNc1ncnc2c1ncn2[C@H]1CN(Cc2cccs2)C[C@@H](CO)O1 returned GLS inhibitor 6.8% and PI4K2A inh 4.0.
Nc1ncnc2c1ncn2[C@@H]1O[C@H](C(=O)Nc2ccc(C(=O)N3CCCCC3)cc2)[C@@H](O)[C@H]1O was read as GLS inhibitor 4.5% and PI4K2A inh -3.1.
Screening COc1ccccc1-c1ccc2c(c1)C(C)(Cc1ccc(Cl)c(Cl)c1)C(=O)N2 (centres undefined) returned GLS inhibitor -4.4% and PI4K2A inh -6.1.
For COc1cccc(-c2cc(NC=O)c3ncc(-c4ccc(C(C)=O)cc4)n3c2)c1 the results were GLS inhibitor -17.0% and PI4K2A inh -1.0.
Screening COc1cc(C(O)c2nc(-c3ccc(F)cc3OC)cs2)ccc1F (centres undefined) returned GLS inhibitor -0.8% and PI4K2A inh -0.1.
COc1ccccc1CNc1nc2cc(-c3ccsc3)sc2c(=O)n1C was read as GLS inhibitor -10.7% and PI4K2A inh 4.9.
Screening CCOc1ccc(-c2cnc3cccnn23)cc1 returned GLS inhibitor -2.1% and PI4K2A inh -4.4.
Screening CCNC(=O)C1(C)CCN(Cc2csc(-c3ccccc3)n2)C1 (centres undefined) returned GLS inhibitor 10.2% and PI4K2A inh -2.4.
`CCOC(=O)C1=CCCN(S(=O)(=O)c2ccc(C)cc2)C1` gave GLS inhibitor 6.9% and PI4K2A inh 2.8.
For Cc1ccc(C(=O)Nc2nc(C(N)Cc3ccc(C(F)(F)F)cc3)cs2)cc1 (centres undefined) the results were GLS inhibitor -0.6% and PI4K2A inh -4.6.
Screening OC(c1cccc(Cl)c1)c1nc(-c2ccccc2)cs1 (centres undefined) returned GLS inhibitor 3.8% and PI4K2A inh 1.8.
For Nc1ncnc2c1ncn2[C@@H]1O[C@H](C(=O)N[C@H]2c3ccccc3C[C@H]2OC=O)[C@@H](O)[C@H]1O the results were GLS inhibitor -3.7% and PI4K2A inh -5.0.
Screening COc1ccc(-c2ccc(C(=O)N3CCOCC3)c3occc23)c(C)c1 returned GLS inhibitor 0.5% and PI4K2A inh 0.1.
For CC1(C(=O)NS(=O)(=O)c2ccc(C#N)cc2)CCN1C(=O)Cc1ccsc1 (centres undefined) the results were GLS inhibitor 12.9% and PI4K2A inh -15.5.
Screening CCc1nc2ccc(C(=O)Nc3ccc(C(=O)N(C)C)cc3)cn2c1N(C)CCCc1ccccc1 returned GLS inhibitor 4.8% and PI4K2A inh -5.8.
For CCNC(=O)C1(C)CCCN(CCOc2ccc(Cl)cc2)C1 (centres undefined) the results were GLS inhibitor 23.2% and PI4K2A inh -0.3.
For O=C(c1ccco1)N1CCN(C2CN(C3CCCCC3)S(=O)(=O)C2)CC1 (centres undefined) the results were GLS inhibitor 1.1% and PI4K2A inh -1.3.
O=C(NCc1ccc(F)cc1F)[C@@H]1CCCN1C(=O)[C@@H]1CCCN1C(=O)c1ccc(Cl)cc1 was read as GLS inhibitor 16.0% and PI4K2A inh -1.9.
For CN(CCc1ccccc1)C(C(=O)Nc1ccc2c(c1)OCCO2)c1ccnc2ccccc12 (centres undefined) the results were GLS inhibitor 3.7% and PI4K2A inh -3.1.
`Cc1ccc(S(=O)(=O)N2CCC(=O)N([C@H](COCc3cccc(Cl)c3)Cc3ccccc3)CC2)cc1` gave GLS inhibitor 3.1% and PI4K2A inh -2.6.
COc1ccc(Cc2c(-c3ccc(OC)c(OC)c3)nc3c(C)cc(Br)cn23)c(C)c1 was read as GLS inhibitor -3.2% and PI4K2A inh -0.1.
Screening CC(C)(C)c1ccc(S(=O)(=O)NC(=O)C2(C)CCN2C(=O)Cc2ccccc2Cl)cc1 (centres undefined) returned GLS inhibitor 3.9% and PI4K2A inh -4.7.
For Cc1ccc(S(=O)(=O)N2C[C@H]3C(=O)C[C@@H](c4ccccc4)N(S(=O)(=O)c4ccccc4)[C@H]3C[C@H]2c2ccccc2)cc1 the results were GLS inhibitor 0.4% and PI4K2A inh -3.5.
Screening Cc1cc2nc(-c3cccc(Br)c3)c(Cc3cccc(Cl)c3)n2c(C)c1Br returned GLS inhibitor -2.6% and PI4K2A inh -7.9.
COc1cc(NC(=O)Nc2nc(C(N)C3CCCCC3)cs2)cc(OC)c1OC (centres undefined) was read as GLS inhibitor 8.4% and PI4K2A inh 0.6.
For CC1(C(=O)O)CCN1C(=O)c1cccc(OC(F)(F)F)c1 (centres undefined) the results were GLS inhibitor -1.2% and PI4K2A inh 1.2.
`CCCOc1cccn2c(N(C)C(=O)c3ccccc3F)c(CC)nc12` gave GLS inhibitor -10.5% and PI4K2A inh 4.3.
CCCc1nc2ccc(C)cn2c1Cc1ccccc1OC was read as GLS inhibitor -9.2% and PI4K2A inh -11.4.
Screening Fc1cccc(Cl)c1C1SCc2nc3ccccc3n21 (centres undefined) returned GLS inhibitor -18.0% and PI4K2A inh 4.0.
`CCc1nc2c(OCc3ccc(Cl)cc3Cl)cccn2c1N(C=O)Cc1ccc(OC)cc1` gave GLS inhibitor -19.3% and PI4K2A inh 0.4.
`COc1ccc(CNC(=O)C2(C)Cc3c(-c4ccc(N(C)C)cc4)ccnc3O2)cc1OC` (centres undefined) gave GLS inhibitor 55.9%[activator] and PI4K2A inh -1.7.
For O=C(NCc1cccnc1)c1cc(C2CCCN(C(=O)c3cccs3)C2)on1 (centres undefined) the results were GLS inhibitor -2.5% and PI4K2A inh -6.4.
C#Cc1ccc(NC(=O)C2(C)CCN2C(=O)CC(c2ccccc2)c2ccccc2)cc1 (centres undefined) was read as GLS inhibitor 6.1% and PI4K2A inh 1.6.
Screening CCCNC(=O)C1(C)CCCN(C(=O)c2sccc2C)C1 (centres undefined) returned GLS inhibitor 5.8% and PI4K2A inh -0.8.
Screening CCOC(=O)C1(C)CCN1C(=O)c1ccoc1 (centres undefined) returned GLS inhibitor 3.5% and PI4K2A inh -8.1.
Screening CCCCC(=O)N(C)c1c(CC)nc2c(OCC=C(C)C)cccn12 returned GLS inhibitor -0.2% and PI4K2A inh -6.6.
CCCS(=O)(=O)NC(=O)C1(C)CCN(C(=O)c2ccc(F)c(C)c2)C1 (centres undefined) was read as GLS inhibitor 0.8% and PI4K2A inh -1.3.
Screening CC(C)C(=O)N1CCC1(C)C(=O)Nc1cc(-c2ccccc2)nn1C (centres undefined) returned GLS inhibitor -1.3% and PI4K2A inh 2.0.
`COc1cccc(CNC(=O)[C@@H]2CCCN2C(=O)[C@@H]2CCCN2C(=O)c2cccc(OC)c2)c1` gave GLS inhibitor -1.5% and PI4K2A inh 0.4.
COC(=O)[C@]12CCCCC=C1N(Cc1cccc3ccccc13)C(=O)[C@H](CC(=O)N1CCCC1)C2 was read as GLS inhibitor 5.8% and PI4K2A inh -4.3.
For N=C(N)n1ncc2c1CCCC2=O the results were GLS inhibitor 2.5% and PI4K2A inh 3.2.
CCCS(=O)(=O)NC(=O)C1(C)CCCN(C(=O)C2(c3ccc(Cl)cc3)CCCC2)C1 (centres undefined) was read as GLS inhibitor 17.4% and PI4K2A inh -1.2.
`CCC(c1nnnn1Cc1ccccc1)N1CCN(C/C=C/c2ccccc2)CC1` (centres undefined) gave GLS inhibitor 3.0% and PI4K2A inh -1.5.
`O=C1CCCC[C@@H](CO)[C@H](O)C[C@H](c2ccccc2)O1` gave GLS inhibitor 2.6% and PI4K2A inh -10.2.
Screening NCc1csc(Nc2ccc(C(=O)c3ccccc3)cc2)n1 returned GLS inhibitor 10.4% and PI4K2A inh -2.2.
`COc1ccccc1-c1noc2c1C(=O)N(Cc1cn(-c3ccccc3)nn1)CC2` gave GLS inhibitor -0.7% and PI4K2A inh -10.0.
`COc1cc(OC)cc(C2=Cc3ccccc3C(CC(C)=O)N2c2ccc(-c3cncnc3)cc2)c1` (centres undefined) gave GLS inhibitor 22.2% and PI4K2A inh -3.4.
`COc1ccc(NC(=O)C2(C)Cc3c(-c4cccc(NC(C)=O)c4)ccnc3O2)cn1` (centres undefined) gave GLS inhibitor 0.5% and PI4K2A inh 3.1.
For CNc1ncnc2c1ncn2[C@H]1CN(C2CCCC2)C[C@@H](CO)O1 the results were GLS inhibitor 17.2% and PI4K2A inh -2.8.
`COC(=O)c1ccccc1COc1cccn2c(N(C)CC3CC3)c(C)nc12` gave GLS inhibitor 7.0% and PI4K2A inh -2.1.
For CC(C)C[C@@H]1Cc2[nH][nH]c(=O)c2[C@H](CCc2ccccc2)O1 the results were GLS inhibitor 11.4% and PI4K2A inh -10.3.
O=C(NC1CCCCC1)C(CCc1ccccc1)N1CCc2ccccc2C1 (centres undefined) was read as GLS inhibitor 21.4% and PI4K2A inh -3.4.
For CC(C)C(=O)N1CCC1(C)C(=O)Nc1ccc(-n2cccc2)cc1 (centres undefined) the results were GLS inhibitor 13.9% and PI4K2A inh -3.5.
COc1ccc(NC(=O)C2(C)CCCN2C(=O)C(C)C)cc1OC (centres undefined) was read as GLS inhibitor -2.5% and PI4K2A inh -1.5.
`COc1ccccc1-c1cnc2c(Nc3cccc(OC(F)(F)C(F)F)c3)nccn12` gave GLS inhibitor -0.2% and PI4K2A inh -4.3.
CS(=O)(=O)Nc1ccc(Br)cc1 was read as GLS inhibitor -12.9% and PI4K2A inh 1.8.
`Cc1ccc(S(=O)(=O)Nc2ccc3c(c2)C(=O)c2ccccc2-3)cc1` gave GLS inhibitor 5.5% and PI4K2A inh -3.9.
Screening COc1ccc(OC2(C)CCN(Cc3ccc(-c4ccccc4)o3)C2)cc1 (centres undefined) returned GLS inhibitor -1.2% and PI4K2A inh 2.1.
For COc1cc(F)ccc1-c1csc(C(O)c2ccccc2)n1 (centres undefined) the results were GLS inhibitor 12.0% and PI4K2A inh -1.2.

Screening data from PubChem.
